OX1R antag-1: human HCRTR1 antagonism; O43613; CHO/OX1R cells, Fluo-8 calcium fluorescence, orexin A; AID 434989; inhibition, % at 5 µM; 0.43% of 330,000 active;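 active = inhibition above its plate's threshold, mean inhibition of all tested compounds on the plate plus 3 SD, cut at about 37% in these data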;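 note: 0% = orexin A challenge wells and 100% = SB-334867-A antagonist wells; not every result past the cut was called active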
Target sequence (O43613 whole entry, looked up): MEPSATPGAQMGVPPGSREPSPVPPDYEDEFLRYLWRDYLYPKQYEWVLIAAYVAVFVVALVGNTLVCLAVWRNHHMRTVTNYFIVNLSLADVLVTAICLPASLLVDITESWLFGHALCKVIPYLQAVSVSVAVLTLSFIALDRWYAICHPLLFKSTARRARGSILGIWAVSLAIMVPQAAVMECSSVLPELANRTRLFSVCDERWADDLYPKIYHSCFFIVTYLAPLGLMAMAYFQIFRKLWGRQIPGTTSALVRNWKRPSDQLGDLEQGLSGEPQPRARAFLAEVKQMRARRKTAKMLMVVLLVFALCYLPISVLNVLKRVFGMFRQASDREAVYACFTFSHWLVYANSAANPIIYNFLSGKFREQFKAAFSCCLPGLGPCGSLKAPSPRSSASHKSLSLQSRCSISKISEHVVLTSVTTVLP
OX1R antag-2: blocks the human orexin 1 receptor; O43613; AID 485270; OX1R-expressing cells, FRET antagonist read-out; 1.8% of 330,000 active; inhibition, % at 6.6 µM; in the data active = inhibition mostly above about 38%, no sharp cut-off; inactive = mostly below about 40%;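 note: 0% = agonist challenge alone and 100% = reference antagonist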
Active calls of the source: *.

SMILES	OX1R antag-1	OX1R antag-2
C=CCOc1c2ccc(C(=O)NC3CCCc4ccccc43)cc2nn1C (configuration not stated)	-21	7
COC(=O)c1ccc(CNC(=O)c2ccc3c(c2)OCCO3)cc1	-29	21
Cc1cccc(N2CCN(C3=NC(=O)/C(=C\c4cn[nH]c4-c4ccccc4)S3)CC2)c1	-8	18
CCc1cc(=O)oc2cc(OCC(=O)N(CC)CC)c(Cl)cc12	-34	10
O=C(CN1C(=O)c2ccc([N+](=O)[O-])cc2C1=O)NCC1CCCO1 (configuration not stated)	-7	68*
Cc1ccsc1C(=O)c1sccc1C	-25	23
COc1ccc(C(=O)c2sc3nc(C)cc(-c4cccs4)c3c2N)cc1OC	26	36
O=C(/C=C/c1ccc([N+](=O)[O-])cc1)N1CCN(S(=O)(=O)c2cccs2)CC1	0	34
COc1ccccc1-n1nnnc1SCC(=O)NC(=O)Cc1ccccc1	1	14
O=C(O)/C=C\C(=O)Nc1ccccc1C#Cc1ccc(Br)cc1	-20	8
CC1(C)CC(=O)c2cc(OCC(=O)N3CCCCCC3)ccc2O1	-21	8
CCn1c2ccccc2c2cc(NC(=O)CCCN3C(=O)CCC3=O)ccc21	-1	6
COc1ccc(S(=O)(=O)CCC(=O)N2c3ccccc3CC2C)cc1 (configuration not stated)	-16	35
CN1CCN(c2ccc(NC(=O)C(C)(c3ccccc3)c3ccccc3)cc2)CC1	-13	-8
COc1ccccc1N=c1scc(-c2ccc3c(c2)NC(=O)CO3)n1CC1CCCO1 (configuration not stated)	-21	29
CCCCNC(=O)c1cc2ccccc2s1	-7	25
Cc1cc(C)cc(NC(=O)CSc2nnnn2-c2cccnc2)c1	-11	29
COc1ccc(C(=O)COC(=O)CCNS(=O)(=O)c2ccccc2)cc1Br	-15	5
Cc1ccc(Oc2ccc(C(F)(F)F)cc2[N+](=O)[O-])c([N+](=O)[O-])n1	-15	18
COc1ccc(NC(=O)/C=C/c2ccc(C)o2)cc1S(=O)(=O)N1CCOCC1	-5	16
CCc1ccccc1NC(=S)N(Cc1ccc(OC)cc1)CC1CCC(C(=O)O)CC1 (configuration not stated)	-10	5
Cc1nc(CS(=O)c2ccccc2)cc(N2CCOCC2)n1 (configuration not stated)	13	11
Cc1ccc(CSCC(Nc2ccc(C(=O)O)cc2[N+](=O)[O-])C(=O)O)cc1 (configuration not stated)	3	23
CCCC/C(C)=N/NC(=O)Nc1ccccc1	-18	7
Cn1cnnc1SCC(=O)Nc1sc2c(c1C#N)CCCCC2	-16	-1

(cont.)
SMILES	OX1R antag-1	OX1R antag-2
CCCN(Cc1cc2ccccc2[nH]c1=O)C(=O)c1cccc([N+](=O)[O-])c1	-11	7
Cc1ccc(-n2[nH]c(C)c(/C=N/Nc3ccc([N+](=O)[O-])cc3[N+](=O)[O-])c2=O)cc1C	-14	24
Cc1ccc(N/C=C(/C#N)c2ccsc2)cc1	-23	27
Cc1ccc2nc(N3CCN(CCO)CC3)nc(-c3ccccc3)c2c1	-12	6
Cc1ccc(CCNC(=O)CS(=O)Cc2nc(-c3cccc(C)c3)oc2C)cc1 (configuration not stated)	-14	5
Cc1cc(Cl)ccc1NC(=O)CCN1C(=O)NC(C)(C)C1=O	-7	5
CCOc1ccc(/C=N/Nc2ccccc2)cc1	-21	8
CC1CN(C(=O)c2cccc(COc3ccccc3Cl)c2)CC(C)O1 (configuration not stated)	-25	9
O=C(NN1CCOCC1)c1cccc2ccccc12	-13	4
Cn1c(C(=O)N2CCC(C(N)=O)CC2)cc2c(=O)n(C)c3ccccc3c21	7	17
O=C(CSc1nccc(-c2ccc(Br)cc2)n1)NCCc1ccccc1	-35	13
COc1ccccc1C(=O)NC(=S)Nc1ccc(NC(=O)c2cccs2)cc1	-25	0
O=[N+]([O-])c1ccccc1/C=C/CN1CCCCC1	-23	8
CCCCNc1c(-c2ccc(SC(C)CC)cc2)nc2ccccn12 (configuration not stated)	56*	61
Cc1cccc(/C=C2/C(=O)/C(=C/c3ccccc3C)C3CCC2N3C)c1 (configuration not stated)	-20	8
CCOC(=O)c1sc2nccc(N(C)C)c2c1N=CNOCc1ccccc1	-31	25
C=CCN1C(=O)CS/C1=N\N=C\c1cccc([N+](=O)[O-])c1	-3	9
CCCn1c(SCC(=O)NC23CC4CC(CC(C4)C2)C3)n[nH]c1=O	-15	2
CC1CCc2c(sc3nc(CSc4n[nH]c(N)n4)[nH]c(=O)c23)C1 (configuration not stated)	-34	2
O=C(Nc1nc(-c2ccccc2)cs1)c1ccccc1NS(=O)(=O)c1ccc(F)cc1	64*	94*
CCCCOc1ccc(C(=O)NNC(=O)C2C3CCC(C3)C2C(=O)O)cc1 (configuration not stated)	-19	8
CN(C)C(=O)c1cc(C(=O)c2ccccc2Br)c[nH]1	-17	-2
CN(C)/C(=N\S(=O)(=O)c1ccc(Cl)cc1)c1ccc(F)cc1	-17	11
COc1cccc(C2CC(c3cccs3)=NN2S(C)(=O)=O)c1OC (configuration not stated)	-14	7
Cc1c(C=O)c(=O)n(-c2ccccc2)n1C	4	13

New compounds follow
SMILES	OX1R antag-1	OX1R antag-2
CCCCN(CCCC)c1cc(C)nc(-c2ccccc2O)n1	-39	26
Fc1ccccc1CNC(=S)Nc1cccc(C(F)(F)F)c1	-6	27
COc1ccc(C2=C(C)CC(C)(C)NC2=O)cc1OC	3	11
Cc1sc2nc(SCc3ccccc3)n(Cc3ccco3)c(=O)c2c1C	-25	3
O=C(O)c1cccc(CN2C(=O)SC(Nc3ccccc3)C2=O)c1 (configuration not stated)	-12	20
O=C1C2CCCN2C(=S)N1C1CCCCC1 (configuration not stated)	-6	-8
O=C(NC(=S)Nc1ccccc1N1CCCCC1)c1ccc(F)cc1	-54	3
Cc1cccc(NS(=O)(=O)c2ccc(Cl)cc2)n1	-17	25
Cc1cccc(C)c1NC(=O)NC1(C(=O)N2CCOCC2)CCCCC1	-11	15
Cc1ccc(C)c(S(=O)(=O)N2CCN(C(=O)CCCc3c[nH]c4ccccc34)CC2)c1	-5	8
CS(=O)(=O)NCCOc1ccc(S(=O)(=O)N2CCCc3ccccc32)cc1	-4	20
CCN(CC)S(=O)(=O)c1ccc2c(c1)N(CC(=O)Nc1cccnc1Cl)C(=O)CO2	-20	7
CCN1CCN(C(=O)c2ccc3c(c2)N(Cc2ccccc2F)C(=O)c2ccccc2S3(=O)=O)CC1	-19	13
CCCCC1=CC2=CC(=O)C(C)(O)C(=O)C2=CO1 (configuration not stated)	-8	30
COc1ccc(/C=N/NC(=O)c2cc(C34CC5CC(CC(C5)C3)C4)[nH]n2)cc1OC	-30	7
CC(=O)c1ccc(NC(=O)CCSCCC(=O)Nc2ccc(C(C)=O)cc2)cc1	-2	16
O=C(COC(=O)CNC(=O)c1ccccc1F)Nc1ncc(Cl)cc1Cl	-21	-2
Clc1ccc(-c2nc(-c3ccccn3)no2)cc1Cl	-11	5
O=C(CCN1CCOCC1)N/N=C/c1cc(Br)cc(Br)c1O	-28	-9
CCNc1nc(NCC)n2c(SCC(=O)Nc3ccc(Br)cc3F)nnc2n1	-17	8
CCOc1cc(/C=N/NC(=O)CSc2nncn2C)ccc1OCc1ccccc1	-7	6
CCc1ccc(NC(=O)c2cccc(C(=O)Nc3ccc(CC)cc3)n2)cc1	-21	6
O=C(O)CSc1c(O)c2ccccc2[nH]c1=O	0	11
O=C1CCN(Cc2ccc(Br)cc2)CCN1[C@H](CO)c1ccccc1	-13	0
Cn1c(=O)c2c(ncn2CC(=O)N2CCN(c3ccc(F)cc3)CC2)n(C)c1=O	6	15

New compounds follow.
SMILES	OX1R antag-1	OX1R antag-2
Cc1noc(/C=C/N(C)C)c1S(=O)(=O)N1CCCC(C(=O)Nc2ccc3c(c2)OCO3)C1 (configuration not stated)	-7	9
Cc1ccc(CNC(=O)CCCc2nc3ccccc3s2)cc1	-12	34
CC1(C)CC(CCC(=O)Nc2ccccc2Cl)C(=O)O1 (configuration not stated)	-12	10
Clc1ccc2scc(CN3CCCC3)c2c1	-8	6
COc1ccccc1NC(=O)c1ccc(-n2cncn2)nc1	10	7
Cc1ccc(CNC(=O)C2CCC(=O)N(CCc3ccccc3)C2)s1 (configuration not stated)	-25	5
CC1CCc2sc(NC(=S)NC(=O)c3ccccc3)c(C#N)c2C1 (configuration not stated)	-22	10
COc1cc(C(=O)OC2CCCCC2=O)cc(OC)c1C (configuration not stated)	-7	7
COc1ccccc1NS(=O)(=O)c1ccc2nc(CCl)[nH]c2c1	-11	7
Cn1c(SCC(=O)c2ccccc2)nnc1-c1cnccn1	-11	10
CCOC(=O)c1c(NC(=O)COC(=O)c2cc(OC)c(OC)cc2[N+](=O)[O-])sc(C)c1CC	-34	29
COc1ccc(-c2[nH]n(-c3ccc([N+](=O)[O-])cc3)c(=O)c2C=NCc2ccccc2)cc1	-2	10
COc1cc2c(=O)n(Cc3ccccc3)c(=O)n(CC(=O)C(C)(C)C)c2cc1OC	-10	14
CSc1nnc(N(CCC#N)CCC#N)s1	0	24
CCC(=O)NC(Nc1cc(C)ccn1)(C(F)(F)F)C(F)(F)F	5	10
COC(=O)c1ccccc1NC(=O)C1CCCN(S(=O)(=O)c2ccccc2)C1 (configuration not stated)	-41	26
Cc1cc(Cl)ccc1OCC(=O)Nc1nc(-c2cccnc2)cs1	-30	7
CC(C)NC(=O)NC(=O)COC(=O)c1ccc([N+](=O)[O-])cc1Cl	-13	29
COc1ccc(NC(=O)CN(c2ccc(C(C)C)cc2)S(=O)(=O)c2c(C)noc2C)cc1OC	-18	15
CN(C)S(=O)(=O)c1cccc(NC(=O)COC(=O)c2cn(-c3ccccc3)nc2-c2ccccc2)c1	10	9
COc1ccc(NC(=O)CNc2ccc(C#N)cc2)cc1	9	11
CC(=O)Nc1cccc(NC(=O)CSc2nc(=O)n(Cc3ccncc3)c3c2CCC3)c1	-13	13
CCOC(=O)C1=C(C)N(c2ccc(C)c(C)c2)C(=O)/C1=C\c1ccco1	-16	2
COc1ccc2c(c1)c(C(=O)O)c(C)n2-c1ccc(Cl)cc1	3	10
C[C@H](CO)N1C[C@H](C)[C@@H](CN(C)C(=O)Nc2ccccc2)Oc2c(NC(=O)C3CCCCC3)cccc2C1=O	-19	0

Further entries follow:
SMILES	OX1R antag-1	OX1R antag-2
CS(=O)(=O)NCc1ccccc1Br	-6	-1
Cn1ncnc1SCc1cn2cccnc2n1	-12	8
CC(=O)N1CCN(c2ccccc2NC(=O)Cc2ccc(Cl)cc2)CC1	-23	33
N#CC1=C(N)S[C@H](C(=O)C23CC4CC(CC(C4)C2)C3)[C@H]1c1ccncc1	-17	9
COc1cc(OC)cc(C(=O)N2CCN(C(=O)Cc3ccccc3)CC2)c1	-20	13
Cc1cccc(NC(=S)N/N=C(\c2ccccc2)C(C)C)c1	-12	11
COC(=O)CSCc1nc2ccccc2[nH]c1=O	-11	9
COc1ccc(-n2c(C)nc(=O)c(-c3ccccc3)c2C)cc1	-16	28
COc1ccc(CCN(C)C(=S)Nc2ccc(SC(F)F)cc2)cc1OC	-4	17
COCCN(CC(=O)NCC1CCCO1)C(=O)CCC(=O)Nc1cc(C)ccn1 (configuration not stated)	-29	2
c1ccc(-c2n[nH]c(-c3ccccn3)n2)cc1	-3	11
COCCNC(=O)c1sc2nc(-c3ccccc3)cn2c1C	-14	15
Cc1cc(C)nc(SCC(=O)c2cc3ccccc3oc2=O)n1	-24	19
COc1ccc2nc(N(CCN(C)C)C(=O)c3ccc4ccccc4c3)sc2c1	-9	-1
CCC(=O)Nc1ccc2c(c1)nc1n2CCN(CCOC)C1	1	-6
COc1cccc2cc(-c3nc(-c4cccs4)cs3)c(=O)oc12	39	32
Cn1c(CNC(=O)c2ccccc2F)nnc1SCc1nc2ccccc2c(=O)[nH]1	-11	29
O=C(NCCc1ccc(F)cc1)N1CCOCC1	-13	17
O=C(O)CCc1nnc(SCC(=O)Nc2ccc(Br)cc2)[nH]c1=O	-12	2
COc1ccc(C2NC3=C(CCCC3)C(C#N)(C#N)C2(C#N)C#N)cc1 (configuration not stated)	5	1
COc1ccc(Nc2nnc(SCC(=O)/C=C3/N(C)c4ccccc4C3(C)C)s2)cc1	-18	24
CCOc1ccc(OCc2ccc(C(=O)NN=Cc3ccc[nH]3)cc2)cc1	-8	18
CCOC(=O)c1cc(S(=O)(=O)Nc2ccc(F)cc2F)cn1C	-5	4
CCNc1nc(NC(C)C)nc(N(C#N)C(C)C(=O)N(CC)CC)n1 (configuration not stated)	-18	13
C=CCn1c(CNC(=O)c2ccco2)nnc1SCC(=O)N1c2ccccc2Sc2ccccc21	-38	8
CC1CCCN(c2ccc(C(=O)OCn3nnc4ccccc4c3=O)cc2[N+](=O)[O-])C1 (configuration not stated)	-14	10
CCOc1ccc(C2=CSC3=NCCN23)cc1[N+](=O)[O-]	-14	2

Arranged by molar mass (ascending): 15 of the compounds above
SMILES	OX1R antag-1	OX1R antag-2
c1ccc(-c2n[nH]c(-c3ccccn3)n2)cc1	-3	11
CS(=O)(=O)NCc1ccccc1Br	-6	-1
COc1ccc(-n2c(C)nc(=O)c(-c3ccccc3)c2C)cc1	-16	28
Cc1cccc(NC(=S)N/N=C(\c2ccccc2)C(C)C)c1	-12	11
COc1cccc2cc(-c3nc(-c4cccs4)cs3)c(=O)oc12	39	32
CCOC(=O)c1cc(S(=O)(=O)Nc2ccc(F)cc2F)cn1C	-5	4
CCNc1nc(NC(C)C)nc(N(C#N)C(C)C(=O)N(CC)CC)n1 (configuration not stated)	-18	13
CCOc1ccc(OCc2ccc(C(=O)NN=Cc3ccc[nH]3)cc2)cc1	-8	18
N#CC1=C(N)S[C@H](C(=O)C23CC4CC(CC(C4)C2)C3)[C@H]1c1ccncc1	-17	9
COc1cc(OC)cc(C(=O)N2CCN(C(=O)Cc3ccccc3)CC2)c1	-20	13
CC(=O)N1CCN(c2ccccc2NC(=O)Cc2ccc(Cl)cc2)CC1	-23	33
COCCN(CC(=O)NCC1CCCO1)C(=O)CCC(=O)Nc1cc(C)ccn1 (configuration not stated)	-29	2
O=C(O)CCc1nnc(SCC(=O)Nc2ccc(Br)cc2)[nH]c1=O	-12	2
CC1CCCN(c2ccc(C(=O)OCn3nnc4ccccc4c3=O)cc2[N+](=O)[O-])C1 (configuration not stated)	-14	10
Cn1c(CNC(=O)c2ccccc2F)nnc1SCc1nc2ccccc2c(=O)[nH]1	-11	29

Bioassay records from PubChem BioAssay.
